Screening results deposited in PubChem by several laboratories.
V-ATPase pHluor = regulators of yeast V-ATPase proton transport. 0.37% of 350,000 active. AID 504577. response, % at 10 µM. S. cerevisiae, pHLuorin cytosolic pH fluorescence; in the data active = response mostly above about 7.3%, no sharp cut-off; inactive = mostly below about 5.4%; note: actives read high; inactives centre near 0; some compounds called inactive have numbers as strong as hits; reference of the scale not given here
HTR5A ag ctr = counter-screen for OPRM1-OPRD1 agonists: human HTR5A agonism. P47898. 0.61% of 340,000 active. activation, % at 9.3 µM. HTR5A agonist assay, luminescence, cell-based; in the data active = activation mostly above about 9.5%, no sharp cut-off; inactive = mostly below about 7.6%;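 note: 0% = cells with vehicle only and 100% = reference agonist; strong numbers were not always called active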
SR-BI DiI inh = inhibitors of mouse SR-BI mediated HDL lipid uptake | Q61009 | ldlA[mSR-BI] CHO cells, DiI-HDL uptake fluorescence, 3 h | inhibition, % at 12.5 µM | 0.96% of 320,000 active;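 active = mean replicate inhibition of at least 70% and a set share of replicates each scoring 70 or more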;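 note: 0% = median of neutral control wells and 100% = median of positive control wells; values of inactives mirror those of a sister screen read the other way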
Target sequence (Q61009 whole entry, looked up): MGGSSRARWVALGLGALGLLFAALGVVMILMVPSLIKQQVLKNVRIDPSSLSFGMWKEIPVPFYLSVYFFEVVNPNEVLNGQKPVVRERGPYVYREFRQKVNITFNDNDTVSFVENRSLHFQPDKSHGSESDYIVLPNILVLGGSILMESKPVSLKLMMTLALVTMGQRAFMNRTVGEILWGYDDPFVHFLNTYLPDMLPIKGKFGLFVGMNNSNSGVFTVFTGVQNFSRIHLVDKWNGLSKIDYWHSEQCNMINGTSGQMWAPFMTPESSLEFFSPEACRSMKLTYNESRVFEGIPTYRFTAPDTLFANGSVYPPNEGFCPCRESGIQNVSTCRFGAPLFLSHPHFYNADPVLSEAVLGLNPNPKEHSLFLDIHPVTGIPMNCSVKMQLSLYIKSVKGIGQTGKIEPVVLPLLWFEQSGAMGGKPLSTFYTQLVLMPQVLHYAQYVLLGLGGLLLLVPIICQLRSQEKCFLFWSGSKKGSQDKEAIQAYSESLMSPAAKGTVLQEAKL
HTR5A inv ctr = HTR5A inverse agonism, opioid heterodimer counter-screen; inhibition, % at 9.3 µM; AID 504634; HTR5A cell line, luminescence; 0.083% of 340,000 active; P47898; in the data active = inhibition mostly above about 23%, no sharp cut-off; inactive = mostly below about 18%;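 note: 0% = cells with DMSO and 100% = no-cell wells with DMSO; some compounds called inactive have numbers as strong as hits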
NSD2 HMT inh = NSD2 (human) methyltransferase inhibition; NSD2 peptide methylation, AlphaScreen, 120 min; inhibition, % at 12.5 µM; O96028; 0.54% of 310,000 active; in the data active = inhibition above about 50%
CDK5 p35 inh = inhibitors of human CDK5/p35 kinase. Recombinant CDK5/p35, ADP-Glo luminescence, 60 min. inhibition, % at 10 µM. Q00535+Q15078. 0.01% of 330,000 active. AID 488839;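 active = highest replicate inhibition of at least 50% and at least 75% of replicates reaching 50%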;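 note: plate controls were DMSO neutral control for no effect and GW8510 at 10 µM for full effect; many of its hits are not listed in these tables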
dFosB act = mouse delta FosB homodimer activation; P13346; purified delta FosB, TAMRA-CDK5 oligo fluorescence polarization; percent of positive-control signal above neutral wells; activation, % at 25 µM; 0.99% of 340,000 active;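 active = mean activation above about 17%, with every replicate also reaching it, limit read from the data, passing the limit was not always enough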;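 note: fluorescence polarization rise as delta FosB binds a TAMRA Cdk5 AP-1 oligo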
Target sequence (P13346 whole entry, looked up): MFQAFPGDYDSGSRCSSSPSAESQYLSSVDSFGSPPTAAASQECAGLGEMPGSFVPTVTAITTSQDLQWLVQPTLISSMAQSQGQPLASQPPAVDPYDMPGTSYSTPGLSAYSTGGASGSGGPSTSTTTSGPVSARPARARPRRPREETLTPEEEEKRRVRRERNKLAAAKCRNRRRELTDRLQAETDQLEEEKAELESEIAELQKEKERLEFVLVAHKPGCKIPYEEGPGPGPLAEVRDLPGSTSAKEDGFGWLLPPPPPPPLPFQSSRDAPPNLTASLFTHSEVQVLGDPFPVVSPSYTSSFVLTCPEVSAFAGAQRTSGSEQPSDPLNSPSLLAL
MITF TRPM1 HTS = MITF TRPM1 promoter activation in melanoma cells; SK-MEL-5 TRPM1-promoter luciferase, 24 h; % of positive control, neutral wells = 0; activation, % at 12.5 µM; 0.75% of 300,000 active; AID 588334;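 active = mean activation of at least 80% with every replicate also reaching 80%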;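 note: 0% = neutral control wells and 100% = parthenolide positive control wells; values of inactives mirror those of a sister screen read the other way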
PvdQ inh = blocks Pseudomonas aeruginosa PvdQ acylase activity | AID 488965 | 0.063% of 340,000 active | purified PvdQ acylase, fluorescence plate reader | inhibition, % at 10 µM; in the data active = inhibition above about 30%, passing the limit was not always enough;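 note: 0% = vehicle neutral wells and 100% = reference inhibitor wells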
Wnt act = activates Wnt/beta-catenin signaling in a reporter cell assay. activator, plate reader. activation, % at 9.35 µM. 1.2% of 300,000 active; in the data active = activation above about 30%, passing the limit was not always enough;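 note: 0% = neutral control wells and 100% = positive control wells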
Starred values were filed as active, the others as inactive; x = not tested or not shown.

SMILES	V-ATPase pHluor	HTR5A ag ctr	SR-BI DiI inh	HTR5A inv ctr	NSD2 HMT inh	CDK5 p35 inh	dFosB act	MITF TRPM1 HTS	PvdQ inh	Wnt act
COc1ccc(CCn2c(=N)c(C(=O)NCC3CCCO3)cc3c(=O)n4ccccc4nc32)cc1 (stereo not given)	-3	3	3	-12	0	1.4	0	-9	5	0
CSc1ccc(/C=C/C(=O)OCC(=O)N2CCN(S(=O)(=O)c3ccc(C)cc3C)CC2)cc1	-3	1	15	2	3	-1.6	-1	x	4	-1
Cc1csc(NC(=O)CSc2nnc(-c3ccoc3C)n2CCc2ccccc2)n1	-2	4	-5	16	3	0.0	-6	-3	-11	x
CCN1C(=O)C(O)(CC(=O)/C=C/C=C/c2ccccc2)c2ccccc21 (stereo not given)	3	-6	8	13	5	0.1	-8	-2	-14	x
O=C(NCC1CCCN(Cc2ccc3nonc3c2)C1)c1cccc(C(F)(F)F)c1 (stereo not given)	-1	3	21	1	-4	-2.9	-5	-12	-8	-2
CCOC(=O)C1=CNS(=O)(=O)NC1c1ccc2ccccc2c1 (stereo not given)	-4	2	2	-6	x	14	0	-12	11	4
CC(C)(C)c1ccc(-n2ncc3c2CCCC3NC(=O)CCN2CCCCC2=O)cc1 (stereo not given)	0	3	-11	15	-2	-0.4	-9	-15	-19	-3
Cc1cc(C)nc(N/N=C/C(Cl)=C/c2ccccc2)n1	-3	1	6	20	4	-0.9	0	61	7	9
CC(C)c1ccc2c(c1)C(c1cccs1)=NNC(c1ccncc1)=N2	-1	8	21	-22	0	-1.1	-10	12	3	0
O=C(CSc1ncn(-c2ccccc2)n1)Nc1nc2c(s1)CCCC2	2	-3	-11	11	0	-1.0	-5	1	-20	x
O=S(=O)(/N=C(/c1ccc(F)cc1)N1CCCCC1)c1ccc(Cl)cc1	-4	-2	3	4	-2	0.3	-2	13	-4	-1
COc1ccccc1CC(=O)NCC1CCCO1 (stereo not given)	1	1	-15	-5	-1	0.1	7	-6	-2	x
CC(=O)c1cccc(NC(=O)N2CCCC2C(=O)Nc2ccccc2C)c1 (stereo not given)	2	-1	-21	11	-1	-2.1	0	-3	-5	x
CS(=O)(=O)c1nc(S(=O)(=O)c2ccc(Cl)cc2)c(N2CCCCCC2)s1	-1	-3	7	-5	0	1.6	5	-6	-7	-1
COc1ccc(S(=O)(=O)NCCSc2ccccc2)cc1OC	-4	5	17	-15	x	-2.2	-10	-7	-21	1
COC(=O)CSc1nc(N)nc(C)c1Br	0	3	2	-8	-4	-1.3	0	12	5	-1
Cc1ccc(C)c(OCCC(=O)N2CCN(S(=O)(=O)c3cc(C)ccc3C)CC2)c1	11	3	53	10	-1	0.8	-11	13	-18	-3
COCCCN(C(=O)c1cc(Cl)nc2ccccc12)c1c(N)n(Cc2ccccc2)c(=O)[nH]c1=O	0	-10	46	24	1	0.9	-7	0	5	3
COc1cccc(C(=O)Nc2nnc(SCC(=O)NC3CCCC3)s2)c1	-1	8	3	-23	20	0.0	22*	12	-1	-2
COc1ccccc1NC(=O)CSc1nc2sc3c(c2c(=O)n1-c1ccccc1)CCN(C)C3	-1	-4	-8	13	15	1.6	13	5	-7	2
Cc1cc(C)c(NC(=O)c2ccoc2C)c(C)c1	0	2	25	-8	1	-0.1	-6	x	-12	x
O=C(COc1ccc(S(=O)(=O)NC2CCCCC2)cc1Cl)NCc1cccnc1	1	-6	8	-37	-2	-0.4	-1	-9	0	x
CC1(C)CC(=O)C=C(Nc2ccccc2F)C1	-3	1	-27	-2	-1	0.6	4	9	-5	x
Cc1ccccc1C(=O)NNC(=S)NC(=O)c1ccccc1	0	1	-25	12	-1	-0.1	-13	1	-8	-2
CCCc1ccc(NC(C)C(=O)Nc2ccc(S(=O)(=O)N3CCOCC3)cc2)cc1 (stereo not given)	9	6	-4	-14	6	0.3	-16	10	-16	2
CN(CCNC(=O)C1CCN(S(=O)(=O)c2cnc[nH]2)CC1)Cc1ccccc1	4	-1	-28	-3	-2	-3.6	6	-7	3	x
O=C(C1COc2ccccc2O1)N1CCN(c2ccc(C(F)(F)F)cn2)CC1 (stereo not given)	-6	12	-5	-30	16	0.8	-5	6	-14	-3
CCc1ccccc1NC(=O)COc1ccc2oc(-c3ccc(OC)cc3)cc(=O)c2c1	1	1	29	12	0	-0.1	0	17	1	1
CCN(CC)S(=O)(=O)c1ccc(O)c(C(=O)OCC(=O)N2CCCC2)c1	0	4	x	-12	-2	-0.4	-11	-1	-5	0
C=CCn1c(C)cc(-c2csc(NC(=O)C3=COCCO3)n2)c1C	-2	-5	31	13	2	-0.4	-12	120*	-16	-14
Cc1ccc(C(=O)NCCCNC(=O)Cc2ccccc2)cn1	3	1	x	-3	-1	-0.6	0	2	-11	-1
CCOc1ccc(N2CC(C(=O)Nc3ccc(S(=O)(=O)N4CCOCC4)cc3)CC2=O)cc1 (stereo not given)	0	1	7	-1	3	-1.5	-4	-15	-5	-1
O=C(COC(=O)C1CCN(S(=O)(=O)c2ccc3c(c2)OCCO3)CC1)Nc1ccc(C(F)(F)F)cc1	1	8	-16	-48	-3	-0.4	-3	2	5	x
Cc1nc2sc(C(c3ccc(Br)cc3)N3CC(C)OC(C)C3)c(O)n2n1 (stereo not given)	1	2	-22	-21	-5	-1.5	4	-4	4	x
O=C(c1cccnc1)N1CCN(C(=O)c2cccs2)CC1	-2	-3	-15	9	-2	0.0	0	0	-4	x
CCc1nnc(NC(=O)CSc2nnc(-c3ccco3)o2)s1	-1	6	-10	-17	4	0.2	-5	-5	3	-2
Cc1ccccc1-n1c(Cn2c(=O)sc3ccccc32)nnc1SCC(N)=O	-1	-2	-18	4	x	0.0	2	7	-6	-3
CCn1nnnc1SCC(=O)c1cc(OC)ccc1OC	0	0	13	1	0	1.9	-7	x	-6	-8
CCCc1ccc2oc(C(=O)N3CCC(N4CCCC(O)C4)CC3)c(C)c2c1 (stereo not given)	2	8	17	-24	4	-0.4	-7	9	-3	-3
O=C(Nc1cnccn1)C1c2ccccc2Oc2ccccc21	-4	2	4	-1	-2	-0.7	0	3	-11	x

Fetched by structure from the list above (2):
SMILES	V-ATPase pHluor	HTR5A ag ctr	SR-BI DiI inh	HTR5A inv ctr	NSD2 HMT inh	CDK5 p35 inh	dFosB act	MITF TRPM1 HTS	PvdQ inh	Wnt act
C=CCn1c(C)cc(-c2csc(NC(=O)C3=COCCO3)n2)c1C	-2	-5	31	13	2	-0.4	-12	120*	-16	-14
Cc1nc2sc(C(c3ccc(Br)cc3)N3CC(C)OC(C)C3)c(O)n2n1 (stereo not given)	1	2	-22	-21	-5	-1.5	4	-4	4	x

(next part)
SMILES	V-ATPase pHluor	HTR5A ag ctr	SR-BI DiI inh	HTR5A inv ctr	NSD2 HMT inh	CDK5 p35 inh	dFosB act	MITF TRPM1 HTS	PvdQ inh	Wnt act
O=C(Nc1ccc2c(c1)OCO2)c1cc(-c2ccncc2)nc2ccccc12	-2	1	58	-2	2	-1.6	-4	0	-14	-1
CCOC(=O)c1cnn2c(C)cc(-c3ccc(F)cc3)nc12	-4	2	23	-15	-3	0.2	-12	91*	4	x
CCOC(=O)c1cncc(O)c1	1	3	x	-9	-1	-1.4	-2	-1	4	0
C/C(=N\N=C(N)N)c1cc(Cl)ccc1Cl	0	2	-39	-1	3	2.2	8	-8	-8	1
COCC(=O)Nc1ccc([N+](=O)[O-])cc1OC	4	-1	7	9	x	1.0	12	3	-10	x
NS(=O)(=O)c1ccc(NC(=S)NC2CC2)cc1	0	3	2	-7	1	-0.9	0	2	4	0
O=C(NCc1ccncc1)C(=O)Nc1ccc2c(c1)OCO2	1	0	-15	24	0	-3.4	-3	5	-14	3
Cn1c(NC(=O)c2cc(Br)ccc2Cl)cc(=O)n(C)c1=O	0	0	x	0	x	-2.0	-8	2	-12	0
CCOc1ccccc1OCCCOc1ccc(C)cc1Br	6	1	13	-2	-6	-0.4	5	26	-7	-4
O=C(CSCCc1ccccn1)Nc1cccnc1	-2	-6	3	16	3	-0.2	0	-6	-5	x
CN(C)C(=O)c1cc(S(=O)(=O)N(C)C)c(Cl)cc1N1CCCC1	2	-2	5	-11	-2	2.1	3	-6	-6	x
O=C(c1cc(=O)[nH]c2ccccc12)N1CCN(Cc2ccc3c(c2)OCO3)CC1	2	1	-20	11	2	1.5	1	-4	-11	2
CCc1ccc(Nc2cc(C(=O)NCCCN3CCOCC3)c3ccccc3n2)cc1	1	3	22	-7	x	-1.1	-17	6	-4	-3
Cc1ccc(NC(=O)CN2CCc3cc4c(cc3C2)OCCCO4)cc1	0	0	7	1	-3	-0.3	-3	-5	4	0
Nc1ccnc(=O)[nH]1	-2	0	-26	1	x	1.8	6	6	16	-3
Cc1ccccc1C(=O)NCC(=O)NCC1(N2CCOCC2)CCCCC1	-2	-7	-9	19	-4	-0.6	-9	12	-17	0
CCCC1CCC(c2nc(-c3cccnc3)no2)CC1 (stereo not given)	1	9	-21	-24	-2	-0.2	-9	73	-7	x
COc1cc(NC(=O)c2cccnc2)c(Cl)cc1NC(=O)c1ccc(Cl)cc1	1	0	4	6	0	0.7	0	-13	-14	3
O=C(Nc1ccc2c(c1)OCO2)c1ccc(NC2CC2)c([N+](=O)[O-])c1	-4	3	46	-11	4	0.8	-2	13	-9	-1
O=C(CSc1nnc(C2COc3ccccc3O2)o1)N1CCOCC1 (stereo not given)	14	2	-29	4	0	-0.3	-5	-4	-6	2
Cc1cc(C)cc(-n2c(O)c(C=NC3CCS(=O)(=O)C3)c3ccccc3c2=O)c1 (stereo not given)	6	2	-29	-33	6	0.0	2	2	1	x
CCOc1ccccc1NC(=O)c1cc(S(=O)(=O)N2CCOCC2)ccc1C	3	4	42	-10	-1	0.2	-11	-9	-4	4
CCOc1ccc(/C=N/NC(=O)C(C)N(c2ccc(OC)cc2)S(C)(=O)=O)cc1 (stereo not given)	2	-4	14	-28	2	-0.8	-4	6	-5	x
COc1cc(NC(=O)CN(c2ccc(C)cc2)S(=O)(=O)c2c(C)nn(C)c2C)cc(OC)c1	-1	-5	7	5	-1	-2.4	-5	x	-18	-3
CC(C)N(C(=O)COc1ccc(Br)cc1Cl)C(C)C	7	-1	46	4	-3	-3.1	2	2	-6	4
COc1ccc2[nH]c(=O)c(CN(C(C)=O)c3ccc(C)c(C)c3)cc2c1	1	-2	6	9	1	0.5	-7	14	-20	-1
O=C(Oc1ccccc1)N1CCN(C(=O)c2ccco2)CC1	-3	5	-17	-20	-3	1.0	-5	-3	10	1
CCCCNC(=O)CSc1nc2cc(OC)c(OC)cc2c(=O)n1Cc1ccc(OC)cc1	1	-2	-29	2	-1	-1.9	11	17	-3	x
CC(C)c1cc(NCCOCCO)n2c(nc3ccccc32)c1C#N	-3	1	-20	-4	-3	-0.8	4	-6	-20	2
Cc1ccc(S(=O)(=O)NCC(=O)OCC(=O)NC(=O)NC2CCCC2)cc1	-2	1	4	-1	-2	-2.1	0	-4	-6	0
Clc1ccc(NCc2nnc3n2CCCCC3)cc1	-2	-1	2	2	-2	-0.3	7	-6	-12	x
CC(C)[C@H](NC(=O)c1ccccc1F)C(=O)NCc1ccc(S(N)(=O)=O)cc1	-1	1	-18	-52	-2	2.3	-2	-6	-9	-5
O=C(COc1ccccc1C(=O)NCc1ccccc1)Nc1ccccc1	3	-5	-19	3	-2	-1.5	-15	3	-8	-4
O=C(Cn1c(-c2ccc(Cl)cc2)noc1=O)N1CCN(c2ccccc2F)CC1	5	-2	16	14	-2	0.1	-4	-6	-12	-2
CC(C)c1ccc(NC2CCCN(C(=O)CCN3CCOCC3)C2)cc1 (stereo not given)	-2	1	-2	18	-2	-0.7	-6	-1	-9	1
COc1ccc(-n2c(Cc3cccn3C)nnc2SCC(=O)Nc2ccc3c(c2)OCO3)cc1	-2	3	2	-7	x	0.0	-9	-1	-3	4
